Screening data deposited in PubChem by several laboratories.
Pemphigus Ab inh: blocks pemphigus antibody binding to human desmoglein-3; P32926; hit rate 0.48% among 310,000; DSG3-coupled beads, scFv-anti-DSG3-GFP binding, flow cytometry; stronger effect = lower value; AID 588358; binding (percent of control), % at 10 µM;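 active = binding more than 3 SD below its plate's average and above zero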; also: some compounds called inactive have numbers as strong as hits
Target sequence (P32926 whole entry, looked up): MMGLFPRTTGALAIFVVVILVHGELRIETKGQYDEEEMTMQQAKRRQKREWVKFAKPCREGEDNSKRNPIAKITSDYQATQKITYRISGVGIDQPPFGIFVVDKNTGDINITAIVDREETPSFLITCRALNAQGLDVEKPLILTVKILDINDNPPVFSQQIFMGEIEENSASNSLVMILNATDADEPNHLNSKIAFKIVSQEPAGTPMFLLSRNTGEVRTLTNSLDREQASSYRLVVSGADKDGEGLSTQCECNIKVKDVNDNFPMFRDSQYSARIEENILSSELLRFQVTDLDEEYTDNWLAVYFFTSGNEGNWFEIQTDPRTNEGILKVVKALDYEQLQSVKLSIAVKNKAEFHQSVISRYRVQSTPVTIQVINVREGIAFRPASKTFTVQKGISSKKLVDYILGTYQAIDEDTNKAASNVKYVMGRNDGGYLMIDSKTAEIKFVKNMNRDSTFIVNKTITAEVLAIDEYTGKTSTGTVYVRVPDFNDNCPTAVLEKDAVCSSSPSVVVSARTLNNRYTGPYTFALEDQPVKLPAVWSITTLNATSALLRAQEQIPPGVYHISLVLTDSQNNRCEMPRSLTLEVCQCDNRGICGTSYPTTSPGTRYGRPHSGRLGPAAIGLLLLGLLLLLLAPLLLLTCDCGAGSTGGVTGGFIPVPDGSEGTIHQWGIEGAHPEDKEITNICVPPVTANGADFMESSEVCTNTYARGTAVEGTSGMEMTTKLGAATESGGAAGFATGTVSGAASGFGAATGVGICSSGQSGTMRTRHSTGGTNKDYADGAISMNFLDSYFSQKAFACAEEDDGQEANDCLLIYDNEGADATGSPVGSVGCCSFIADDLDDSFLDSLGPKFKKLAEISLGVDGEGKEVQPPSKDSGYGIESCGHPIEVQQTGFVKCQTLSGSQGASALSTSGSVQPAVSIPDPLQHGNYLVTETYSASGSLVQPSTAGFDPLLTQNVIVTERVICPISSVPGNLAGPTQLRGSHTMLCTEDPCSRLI
CAL PDZ FP-1: blocks peptide binding to the human CAL PDZ domain; purified CAL PDZ, TMR-peptide fluorescence polarization, 1 h; inhibition, % at 24.9 µM; hit rate 0.92% among 300,000; AID 602252;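 active = mean inhibition of at least 30% with at least half of replicates also reaching 30%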;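 also: 0% = DMSO neutral control and 100% = excess unlabeled competitor peptide PRC23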
Arr AP2 block: inhibitors of human beta-arrestin and AP2 interaction; inhibition, % at 10 µM; AID 504490; FITC-arrestin peptide / GST-AP2 beads, flow cytometry; AP2 beta2 appendage carries R879A mutation; hit rate 0.31% among 340,000;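 active = inhibition above a set limit, near 3 SD of compounds lacking own fluorescence, cut at about 54% in these data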;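 also: plate controls were DMSO wells for no effect and 5 µM unlabelled arrestin peptide for full effect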
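Material – AP2 appendage R879A on GSH beads · Buffer or medium – PBS with 0.05% Tween 20 and 0.1% BSA · Probe or stimulus – fluorescein-tagged arrestin peptide at 50 nM final · Incubation – compound with beads 12 min RT, then probe 1 h RT · Detection – high-throughput flow cytometry of beads, ex 488, em 535 nm · Evaluation – percent response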
DAGLB inhibitor: diacylglycerol lipase beta (human) inhibition | Q8NCG7 | HEK293T DAGLB membrane lysate, EnzChek fluorogenic substrate | inhibition, % at 5.17 µM | hit rate 0.059% among 340,000; in the data active = inhibition above about 34%;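 also: 0% = enzyme with vehicle and 100% = wells lacking enzyme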
NSD2 inh: NSD2 (human) methyltransferase inhibition; O96028; NSD2 peptide methylation, AlphaScreen, 120 min; inhibition, % at 12.5 µM; hit rate 0.54% among 310,000; AID 743445; in the data active = inhibition above about 50%
V-ATPase pH: regulators of yeast V-ATPase proton transport. AID 504577. hit rate 0.37% among 350,000. response, % at 10 µM. S. cerevisiae, pHLuorin cytosolic pH fluorescence; in the data active = response mostly above about 7.3%, no sharp cut-off; inactive = mostly below about 5.4%; also: actives read high; inactives centre near 0; some compounds called inactive have numbers as strong as hits; reference of the scale not given here
CAL PDZ FP-2: blocks peptide binding to human CAL PDZ domain. inhibition, % at 20 µM. Q9HD26. AID 504414. hit rate 0.02% among 330,000. purified CAL PDZ, TMR-peptide fluorescence polarization, 1 h;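 active = highest replicate inhibition of at least 40%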;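 also: plate controls were DMSO neutral control wells for no effect and unlabeled competitor peptide control wells for full effect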
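material = purified tagged CAL PDZ domain construct (CerCALP) | compound dosing = 20 µM, one dose | times = 1 h at RT | measured by = fluorescence polarization from S- and P-plane intensities, G-factor corrected | read-out = inhibition from polarization loss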
LANA DNA inh: KSHV C-LANA DNA binding inhibition; MBP-C-LANA/FAM-LBS DNA binding, fluorescence polarization; hit rate 0.078% among 340,000; inhibition, % at 9 µM;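 active = highest replicate inhibition at or above 60% at 9 µM, even if other replicates fall short; inactive = all replicates below 60% inhibition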;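 also: 0% = neutral control wells and 100% = 4 µM acridine orange control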
Keap1-Nrf2 PPI: inhibitors of human Keap1-Nrf2 protein-protein interaction | AID 504523 | Q14145 | hit rate 0.15% among 340,000 | inhibition, % at 9.4 µM | Keap1 Kelch-Nrf2 peptide fluorescence polarization, 1536-well; in the data active = inhibition above about 12%;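 also: human Keap1 Kelch domain with fluorescein labeled Nrf2 9mer peptide probe; 0% = neutral control wells and 100% = peptide positive control; higher means more block of Keap1 binding to Nrf2 peptide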
RTF Ca sens inh: cardiac RTF calcium desensitization | P19429+P45379 | IANBD-labeled cardiac RTF, Ca2+ fluorescence | inhibition, % at 7.15 µM | hit rate 0.12% among 340,000;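 active = inhibition above the mean inhibition of all tested compounds plus 3 SD, cut at about 17% in these data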;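 also: assay run at fixed EC70 calcium of 1.6 mM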
The depositor's hits bear a star; · = not tested or not shown.

SMILES	Pemphigus Ab inh	CAL PDZ FP-1	Arr AP2 block	DAGLB inhibitor	NSD2 inh	V-ATPase pH	CAL PDZ FP-2	LANA DNA inh	Keap1-Nrf2 PPI	RTF Ca sens inh
O=C(CN1CCN(Cc2ccccc2F)CC1)Nc1ccccc1Cl	90	-4	-5	-2	5	-1	-0.8	-0.8	0	-5
CC(NS(=O)(=O)c1ccc2c(c1)CC(=O)N2C)c1ccccc1 (configuration not stated)	·	4	5	3	0	6	-2.8	-1.6	-3	-7
Nc1nonc1-n1nnc(C(=O)N/N=C/c2ccncc2)c1CSc1ccc(Cl)cc1	85	-1	-4	2	2	-3	-2.5	0.2	-4	0
CCCCNC(=O)Nc1c(C(=O)OC)[nH]c2ccc(C)cc12	107	3	18	-1	0	0	-0.2	1.0	3	-2
Nn1c(SCc2cccc(Oc3ccccc3)c2)nnc1C(F)(F)F	89	-2	-3	-3	-4	1	-2.0	1.1	5	-2
N#CCCSc1ncnc2c1oc1ccccc12	98	·	5	-2	-1	6	-2.7	-1.3	-4	-2
CCCCn1c(SCC(=O)NC(C)(C)C)nnc1-c1ccco1	100	-3	-6	2	0	-4	0.0	0.6	-2	1
NS(=O)(=O)c1ccc(Nc2nc(-c3cccnc3)cs2)cc1	109	-2	24	0	-2	-1	-0.4	0.7	-4	2
CCN(CC(=O)Nc1ccc(C(C)=O)cc1)CC(=O)Nc1ccc2c(c1)OCCO2	134	3	1	0	2	-2	-0.7	4.2	-3	7
O=C(O)c1cc(NS(=O)(=O)c2ccc(NCc3ccccc3)c([N+](=O)[O-])c2)cc(C(=O)O)c1	95	-4	-21	-7	7	4	-0.6	1.7	5	-4
COC(=O)c1cc(S(=O)(=O)N(C)c2ccc(C)c(C)c2)c[nH]1	96	-3	-9	-1	-1	-4	-1.9	1.4	-5	6
O=C(NCc1ccc(F)cc1)C(c1cccnc1)N(C(=O)c1csnn1)c1ccccc1 (configuration not stated)	102	0	5	0	-6	0	-2.6	0.2	-3	0
COCC(=O)N=Nc1c(O)[nH]c2ccccc12	93	1	3	0	-4	0	-2.8	0.7	0	-9
O=C(CN1CCN(c2ccc(F)cc2)CC1)Nc1ccccc1Br	90	-7	-1	-8	-1	-1	0.5	-0.6	-1	-5
CCOC(=O)/C(C#N)=C/c1c(Oc2cccc(C)c2)nc2c(C)cccn2c1=O	87	-5	-1	0	-3	-2	-1.5	-0.1	0	-15
ClCc1nc2ccccc2n1Cc1ccccc1	281	0	-3	1	5	-4	0.5	4.7	-2	-8
CCOc1ccc(C(C)NC(=O)c2ccccc2OCc2c(C)noc2C)cc1OCC (configuration not stated)	106	-1	12	-7	1	-5	-2.9	0.3	4	-6
O=C(C[n+]1ccc(/C=N/O)cc1)N1CCCCC1	110	·	39	-2	-5	-4	-0.7	26	-3	6
N#Cc1c(NC(=O)CSc2ncnc3sccc23)oc(-c2ccco2)c1-c1ccco1	100	-3	20	5	0	-1	-0.8	0.1	2	-4
CN1CCN(C(=O)c2ccccc2NC(=O)c2sc3ccccc3c2Cl)CC1	114	-4	21	-1	2	-7	-0.7	0.0	-4	-4
O=C(O)CC/C(=N/Nc1ccc([N+](=O)[O-])cc1)C(=O)O	100	-6	12	-1	·	4	-2.6	-0.9	0	-6
CC(NC(=O)[C@H](C)N1C(=O)N2CCc3c([nH]c4ccccc34)[C@@]2(C)C1=O)c1ccccc1 (some centres not stated)	105	-6	0	-1	·	1	-0.5	-1.4	-1	2
Cc1ccc(NC(=O)CCSc2nnnn2-c2ccc3c(c2)OCO3)cc1C	115	-4	33	-4	1	1	·	13	-8	-3
CCN(CC)S(=O)(=O)c1cc([N+](=O)[O-])ccc1N=Nc1c(O)n(C)c2ccccc12	78	-4	-3	-1	-3	3	-2.6	-0.4	-4	8
O=C(O)CCCCCNS(=O)(=O)/C=C/c1ccccc1	89	1	-3	1	1	1	·	-2.5	2	3
CSc1ccc(Cl)c(C(=O)NNC(=O)c2cccs2)c1	121	-10	-8	-2	0	7	0.0	1.0	0	-8
COc1ccsc1C(=O)Nc1ccc(F)cc1F	114	2	11	-1	-3	-1	-1.4	1.1	-6	-4
COc1ccc(OCCCC(=O)NNC(=O)c2ccncc2)cc1	106	0	-9	-2	-3	1	-1.9	-0.4	-4	-5
CC(C)CCSc1nc2c(c(=O)[nH]c(=O)n2C)n1CCc1ccccc1	·	-2	0	1	15	3	-0.5	3.6	-3	-2
CC(=O)c1c(N2CCN(C)CC2)[nH]c(-c2ccccc2)nc1=S	80	-2	0	-1	·	-4	-0.1	-2.5	-6	-2
O=c1c2ccccc2c2ccccc2c(=O)n1Cc1ccc2c(c1)OCO2	108	·	·	-13	-2	0	·	·	·	·
O=C(C[C@H]1C[C@H](C(=O)N2CCOCC2)[C@@]2(CCC3CCCC3)c3[nH]c4cc(-c5ccco5)ccc4c3CCN2C1=O)NCCc1ccccn1	115	-1	41	2	·	2	-1.4	1.5	-6	-1
Cc1ccc(NC(=O)c2cc(N3C(=O)C4CCCCC4C3=O)ccc2N2CCOCC2)cc1 (configuration not stated)	101	-1	3	1	-1	0	-1.4	0.4	1	-2
CCOC(=O)c1[nH]c(=S)n(Cc2ccccc2)c1C(=O)OCC	91	-2	16	3	2	-1	-1.5	-0.4	0	-1
CNS(=O)(=O)c1cccc(C(=O)Nc2cccnc2)c1	104	·	1	2	-1	2	0.1	1.5	0	-13
CCCCCC(=O)Nc1ccc(Cl)cn1	106	-6	2	-1	0	0	-0.3	2.9	3	0
COc1cccc(CN2CC(O)=C(c3nc(-c4ccc(Cl)cc4)cs3)C2=N)c1	109	-3	-2	0	-4	3	-0.2	4.2	-3	-2
Cn1cc(/C=C(\C#N)C(=O)Nc2ncc(Cc3ccc(Cl)cc3)s2)c2ccccc21	90	0	-5	4	-2	0	-1.3	-0.4	-5	-11
Cc1oc(-c2ccc(Cl)cc2)nc1CN1CCCC(C(=O)N2CCN(C(=O)c3ccco3)CC2)C1 (configuration not stated)	104	·	9	0	·	0	-0.7	0.2	3	-5
CN(C(=O)C1CCN(S(=O)(=O)c2cccc3nonc23)CC1)C1CCCCC1	110	-3	-18	0	1	-1	-1.6	-0.8	1	3
COc1ccc(Cl)cc1S(=O)(=O)N1CCC(C(=O)NCCC2=CCCCC2)CC1	113	-2	-9	1	-2	0	-1.9	1.0	-2	-3
Nc1ncnc2c1CN(Cc1ccccc1)CC2	94	·	3	1	-2	-3	-1.1	0.2	4	6
Cc1ccc(S(=O)(=O)N2CCN(C(=O)CC(C)n3cncn3)CC2)cc1 (configuration not stated)	·	-3	-6	0	-1	-2	-3.2	-0.7	0	-4
Cc1nc2nc(-c3ccccc3)nn2c(C)c1Cl	99	0	-12	-2	-1	-5	-1.0	-1.1	0	-2
C[C@@H](NC(=O)c1[nH]cnc1C(=O)Nc1nccs1)c1ccccc1	98	0	7	0	·	0	0.3	-0.6	-2	-5
CCOC(=O)c1c(NC(=O)CN2C(=O)NC(C)(c3ccccc3)C2=O)sc(C)c1C (configuration not stated)	111	-1	9	-1	-1	6	-0.3	-1.3	-4	-13
O=C(Oc1ccc(-c2cnc3ccccc3n2)cc1)c1cccc([N+](=O)[O-])c1	106	3	-7	-1	1	-2	0.0	-0.1	-3	-6
Nc1c(Cl)cnn(-c2ccccc2)c1=O	106	·	-16	·	-3	-1	·	·	·	·

Compound profiles (already shown). Screens in order: Pemphigus Ab inh | CAL PDZ FP-1 | Arr AP2 block | DAGLB inhibitor | NSD2 inh | V-ATPase pH | CAL PDZ FP-2 | LANA DNA inh | Keap1-Nrf2 PPI | RTF Ca sens inh
Results for C[C@@H](NC(=O)c1[nH]cnc1C(=O)Nc1nccs1)c1ccccc1 → 98 | 0 | 7 | 0 | · | 0 | 0.3 | -0.6 | -2 | -5
Results for Nc1c(Cl)cnn(-c2ccccc2)c1=O → 106 | · | -16 | · | -3 | -1 | · | · | · | ·
Results for Cn1cc(/C=C(\C#N)C(=O)Nc2ncc(Cc3ccc(Cl)cc3)s2)c2ccccc21 → 90 | 0 | -5 | 4 | -2 | 0 | -1.3 | -0.4 | -5 | -11

(list continues)
SMILES	Pemphigus Ab inh	CAL PDZ FP-1	Arr AP2 block	DAGLB inhibitor	NSD2 inh	V-ATPase pH	CAL PDZ FP-2	LANA DNA inh	Keap1-Nrf2 PPI	RTF Ca sens inh
CN(C)/C=C/C(=O)c1c(F)cccc1F	·	-3	4	-1	-1	-2	-1.0	2.1	-1	4
O=c1c2ccccc2nnn1-c1ccccc1	90	-4	5	1	0	6	-2.2	-0.5	-4	-8
S=C(Nc1cccnc1)NC1CC2CCC1C2 (configuration not stated)	101	38*	-9	1	-1	2	-0.4	0.8	3	-11
CC12CC(O)C3C(CCC4=CC(=O)CCC43C)C1CCC2=CCO (configuration not stated)	96	7	23	2	3	-3	-1.2	2.8	-1	3
Cn1c(C(=O)N[C@@H](Cc2ccccc2)C(=O)O)cc2cc(F)ccc21	92	-3	-5	1	0	-3	·	-2.6	-1	-6
Cc1cc(C)cc(NC(=O)Nn2cnnc2)c1	102	-15	4	-1	-1	-3	6.3	-1.4	-4	8
C[C@@H](NC(=O)c1nc[nH]c1C(=O)N1CCN(C(=O)OC(C)(C)C)CC1)c1ccccc1	102	1	-4	-1	·	1	-0.2	-0.1	-3	-19
COc1ccc(/C=C/C(=O)N(c2ccccn2)C2CCCCC2)cc1OC	98	-5	-6	0	-1	-3	-6.5	-0.5	-3	-11
CCOC(=O)N1CCN(C(=O)c2cccn3c(=O)c4cc(Br)ccc4nc23)CC1	108	-4	-22	0	-6	-1	-1.3	-0.6	5	-5
CCOc1ccc(S(=O)(=O)Nc2ccccc2C(=O)N2CCCC2)cc1	103	-3	6	-3	-1	0	-1.6	-0.6	3	-9
Cc1ccc(C(=O)Nc2cccc(S(=O)(=O)N(C)c3ccccc3)c2)o1	103	0	0	-8	0	-5	-1.6	-1.6	1	-7
CCOc1ccc(C(=O)CCC(=O)NCC(=O)Nc2ccc(F)c(F)c2F)cc1	101	·	·	-2	0	-1	·	·	·	·
Clc1ccccc1-c1nc2ccccc2[nH]1	99	-5	12	-1	-2	-2	-0.1	-2.3	1	-6
O=C(/C=C/c1ccco1)Nc1sc2c(c1C(=O)O)CCC2	95	·	21	1	11	-6	-2.4	8.2	3	1
CN(C)/C=N/c1nc2nccc(-c3cccnc3)n2n1	82	5	0	1	-7	0	-1.0	0.9	4	-4
COc1ccc(-c2c3c(=O)n(C)c(=O)n(C)c3cn2NC(C)=O)cc1	·	-3	7	3	-4	-2	-3.1	0.3	2	-4
CC1CN(S(=O)(=O)c2cccc(C(=O)NCC3COc4ccccc4O3)c2)CC(C)O1 (configuration not stated)	·	-5	-6	-1	3	-1	-1.2	1.0	-4	2
Cc1nc(C(=O)Nc2ccccc2)sc1C1(C)CC(c2cccnc2)=NO1 (configuration not stated)	98	0	2	-1	·	-8	0.3	0.2	-4	-9
COC(=O)[C@]1(CC(C)C)N[C@H](c2ccc(-c3ccc(F)cc3)cc2)[C@@H]2C(=O)N(C)C(=O)[C@@H]21	107	-5	-3	-1	·	-2	-0.7	-1.4	-2	3

An excerpt, so the mix of outcomes need not match the whole.
